Screens deposited in PubChem BioAssay by Broad Institute.
S100A4 MyoIIA = blocks human S100A4 binding to myosin IIA peptide; S100A4/TAMRA-MyoIIA peptide fluorescence polarization; P26447; inhibition, % at 10.7 µM; 0.14% of 360,000 active;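 active = mean inhibition of at least 70% across replicates, with every replicate also reaching that level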
Target sequence (P26447 whole entry, looked up): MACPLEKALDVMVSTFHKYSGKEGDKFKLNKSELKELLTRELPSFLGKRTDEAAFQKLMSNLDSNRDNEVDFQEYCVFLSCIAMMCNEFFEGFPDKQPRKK
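assay system = human S100A4 monomer with TAMRA-labelled myosin IIA peptide | also added = labelled myosin peptide probe, 5 nM | incubation = 5 min between mix addition and reading | control set = DMSO and TFP controls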
Xi reactivation = X-chromosome reactivation activator; AID 743238; XiGFP mouse fibroblasts, % GFP-positive cells imaging, 3 d; cells co-treated with 5-aza-dC sensitizer; scaled so ellipticine positive control = 100%; activation, % at 7.58 µM; 0.055% of 360,000 active;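 active = mean normalized replicate activation at least 10% and every replicate at or above 10%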;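 note: 0% = median of on-plate neutral control wells and 100% = ellipticine 6 µM median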
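System: 68-5-11 XiGFP fibroblast line | Buffer or medium: DMEM containing 5-aza-dC | Compound: Single point | Times: Compounds 3 days, fix/stain 15 min at room temperature | Benchmarks: Positive control ellipticine, 6 µM final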
ERp5 block = ERp5 (human) disulfide isomerase inhibition; Q15084; ERp5 insulin aggregation, absorbance 650 nm, 90 min; inhibition, % at 9.99 µM; 0.05% of 350,000 active;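 active = mean replicate inhibition above about 25%, with every replicate also reaching it, limit read from the data, passing the limit was not always enough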
esBAF inh = SWI/SNF esBAF complex inhibition. mouse ES cells, Bmi1-luciferase knock-in reporter, 24 h; 100% = twice the neutral-well signal. reporter increase, % at 12.5 µM. 2% of 350,000 active. AID 602393; in the data active = activation above about 40%;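 note: 0% = median of the plate's neutral control wells and 100% = double that signal; a rise in the Bmi1 reporter signal indicates esBAF inhibition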
ERAP1 inh = blocks human ERAP1 aminopeptidase activity; Q9NZ08; recombinant ERAP1, Leu-AMC fluorescence, 60 min; inhibition, % at 10.7 µM; 0.15% of 340,000 active;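 active = mean replicate inhibition of at least 30%, or all replicates individually reaching that 30% level; inactive = mean below 30% and not every replicate reaching it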;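 note: 0% = neutral control wells and 100% = L-leucinethiol positive control wells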
E-sel inducer = induces E-selectin expression in human endothelial cells; HUVEC E-selectin immunofluorescence imaging; normalized: neutral wells 0, TNF-alpha wells 100; activation, % at 7.58 µM; 0.37% of 260,000 active; AID 686992;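 active = mean E-selectin-positive cell signal at least 10% of the positive control, reached in at least 60% of replicates, without over 20% cell loss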;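 note: in these data hits start at about 27%; measured in HUVEC primary endothelial cells; signal is the percent of cells scored E-selectin positive by PE staining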
Target sequence (P16581 whole entry, looked up): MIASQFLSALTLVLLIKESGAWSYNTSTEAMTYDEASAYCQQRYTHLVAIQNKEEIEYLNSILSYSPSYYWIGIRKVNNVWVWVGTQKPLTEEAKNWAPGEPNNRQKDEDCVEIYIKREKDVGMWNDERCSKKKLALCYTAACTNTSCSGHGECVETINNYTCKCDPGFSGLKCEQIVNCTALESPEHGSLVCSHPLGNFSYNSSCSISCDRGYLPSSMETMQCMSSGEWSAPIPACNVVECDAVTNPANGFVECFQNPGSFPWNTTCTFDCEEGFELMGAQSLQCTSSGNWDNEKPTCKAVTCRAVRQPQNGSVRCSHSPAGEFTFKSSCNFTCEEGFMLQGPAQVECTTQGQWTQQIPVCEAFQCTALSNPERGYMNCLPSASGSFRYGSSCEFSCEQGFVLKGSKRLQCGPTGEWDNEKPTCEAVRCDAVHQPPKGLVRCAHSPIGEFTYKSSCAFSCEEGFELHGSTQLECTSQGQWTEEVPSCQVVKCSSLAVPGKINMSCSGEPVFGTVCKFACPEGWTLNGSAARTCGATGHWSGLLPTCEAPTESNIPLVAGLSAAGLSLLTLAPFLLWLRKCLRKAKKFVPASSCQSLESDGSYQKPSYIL
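System: HUVEC, human umbilical vein endothelial cells; quantity: 3,000 cells/well; buffer or medium: EGM-2 medium, gelatin-coated wells; dosing: single-point compound dose; detection: immunofluorescence imaging; evaluation: % PE-positive cells; benchmarks: TNF-alpha, DMSO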
RAD54 inh = RAD54 (human) branch migration inhibition; Q92698; RAD54 Holliday junction branch migration, FAM/BHQ fluorescence; inhibition, % at 10.4 µM; 0.14% of 360,000 active; AID 602329;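 active = mean normalized replicate activity at least 40 and at least half of replicates scoring 40 or more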;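 note: 0% = median of neutral control wells and 100% = median of positive control wells; inhibitors cause a drop in the FAM fluorescence signal; in these data hits start at about 50%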
RAD52 inh = blocks human RAD52 DNA annealing. recombinant RAD52 DNA annealing, FRET fluorescence. inhibition, % at 18.7 µM. 0.46% of 360,000 active;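 active = every replicate showing at least 50% inhibition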
* marks the source's active call; other numbers are inactive results; x = no result given; & = joins results of further samples.

SMILES | S100A4 MyoIIA | Xi reactivation | ERp5 block | esBAF inh | ERAP1 inh | E-sel inducer | RAD54 inh | RAD52 inh
C/C(=N\NC(=O)c1c(C)nc2ccccn12)c1ccccc1F | 1 | 0.0 | 10 | 0 | 2 | x | -15 | 13
C[C@@H]1CCCCO[C@@H](CN(C)S(C)(=O)=O)[C@H](C)CN([C@@H](C)CO)C(=O)c2cc(NC(=O)Nc3cccc4ccccc34)ccc2O1 | 0 | 0.0 | -5 | 2 | -1 | -0.1 | -4 | -7
C[C@@H]1CN([C@H](C)CO)C(=O)c2cc(C3=CCCC3)cnc2O[C@H]1CN(C)Cc1ccccc1 | -11 | -0.8 | 4 | -8 | 2 | -0.2 | 3 | 7
CC(C)C#Cc1ccc([C@@H]2[C@@H](C#N)N(C(=O)c3ccccn3)[C@H]2CO)cc1 | 44 | 0.2 | -4 | 1 | 1 | -0.2 | -10 | -137
CCCN(CC(=O)Nc1ccccc1C)C(=O)CC(NC(=O)c1ccccc1)c1ccccc1 (configuration not stated) | -5 | 0.0 | 7 | -1 | 0 | 0.3 | 17 | -3
C[C@@H]1CN([C@@H](C)CO)C(=O)c2cccc(NC(=O)c3ccc(-c4nccs4)cc3)c2O[C@H]1CN(C)Cc1ccc(C(=O)Nc2ccccc2N)cc1 | 2 | 0.3 | 2 | -11 | 0 | 12 | 4 | 4
NS(=O)(=O)c1ccc(NC(=O)CN2CCN(S(=O)(=O)/C=C/c3ccccc3)CC2)cc1 | -2 | -0.1 | 2 | -5 | 3 | -0.2 | 5 | -29
O=C(Nc1ccc(Cl)cc1C(=O)c1ccccn1)c1ccccc1 | 7 | 0.0 | 3 | -1 | 0 | 0.1 | 18 | -5
Cc1ccc(S(=O)(=O)N(C)c2ccc(C(=O)Nc3cccnc3)cc2)cc1 | 20 | 0.1 | 0 | 2 | -2 | 3.1 | -10 | -7
CCOC(=O)CSc1nnc2c3ccccc3n(CC)c2n1 | 1 | 0.1 | -17 | 10 | 3 | 0.3 | -6 | 8
Cc1ccccc1-n1nnnc1SC(C)C(=O)NC1CCCc2ccccc21 (configuration not stated) | x | -0.1 | x | 6 | x | 1.4 | 1 | x
O=[N+]([O-])c1cccc(COc2cccc(CN3CCCCC3)c2)c1 | -3 | 0.0 | -5 | -10 | 1 | 0.5 | 3 | -8
CCN(C[C@H]1N[C@@](Cc2ccccc2)(C(=O)OC)[C@H]2C(=O)N(C)C(=O)[C@@H]12)C(=O)COC | -2 | 0.1 | 14 | 0 | -3 | x | 0 | -8
CSc1ccc(S(=O)(=O)NCC(=O)OCC(=O)N2CC(C)CC(C)C2)cc1[N+](=O)[O-] (configuration not stated) | 17 | -0.7 | 15 | x | 0 | -1.2 | x | -9
O=C(OCCN1CCCCC1)c1cccc(Cl)c1 | 2 | 0.0 | -3 | -9 | -1 | x | -3 | 2
O=C1NC(c2ccc(Cl)c([N+](=O)[O-])c2)Nc2ccccc21 (configuration not stated) | 1 | 0.1 | 2 | x | 4 | 3.5 | x | -11
O=C(NCCCN1CCCC1=O)c1ccc2c(=O)n(-c3ccccc3F)c(=S)[nH]c2c1 | -2 | 0.1 | 4 | 0 | -2 | 0.8 | 2 | 3
CC(NC(=O)c1ccc(Br)o1)C1CCCO1 (configuration not stated) | -5 | 0.2 | 0 | x | -5 | 2.9 | -14 | -6
CCCN1CCN(C(=O)C2CCN(S(=O)(=O)c3c(C)noc3/C=C/c3ccc(C)cc3)CC2)CC1 | 3 | 0.2 | 2 | -11 | 0 | x | -5 | -1
CN1CCN(C(=O)C[C@@H]2CC[C@H]3[C@H](COc4ccc(NC(=O)C5CCOCC5)cc4C(=O)N3C)O2)CC1 | 3 | 0.0 | 2 | -2 | -4 | 0.4 | -4 | -3
COc1ccc(S(=O)(=O)c2c[nH]c(=S)[nH]c2=O)cc1Cl | -2 | 0.1 | 1 | -8 | 2 | 0.0 | 6 | -15
COc1ccc(NC(=O)Nc2cccc3c2O[C@@H](CN(C)C(=O)Nc2ccc4c(c2)OCO4)[C@H](C)CN([C@H](C)CO)C3=O)cc1 | -2 | -0.7 | 0 | 0 | -1 | 0.6 | 5 | 17
CCC(=O)N1[C@H](CO)[C@H](c2ccccc2)C12CN(C(=O)CN1CCOCC1)C2 | x | 0.1 | -3 | x | x | -0.1 | x | -2
Cc1cccc(N2CCN(C(=O)CCC(=O)N3CCOc4ccc(Cl)cc43)CC2C)c1 (configuration not stated) | 0 | 0.0 | -4 | -7 | 7 | -0.1 | 4 | -7
Cc1c(NC(=O)CSc2ccc3ccccc3n2)c(=O)n(-c2ccccc2)n1C | -6 | 0.0 | 1 | -1 | 3 | 0.3 | -5 | -7
C[C@H](O)C#Cc1cnc2c(c1)C(=O)N([C@H](C)CO)C[C@@H](C)[C@@H](CN(C)C(=O)c1ccc(F)cc1)O2 | 3 | -0.3 | 4 | 3 | 1 | 0.5 | -1 | 9
COCCCNC(=S)NNC(=O)c1cc(Cl)c(O)c(Cl)c1 | -1 | -0.3 | -7 | -3 | 1 | -0.1 | x | -2
N#Cc1ccc(OCC(=O)NNC(=S)NC2CCCCC2)cc1 | 1 | 0.6 | 4 | -4 | -1 | -0.1 | 1 | -14
CC1(C)CC(=O)N(CC(=O)NCc2ccc(F)cc2)c2ccccc2S1(=O)=O | -7 | 0.3 | 14 | -7 | -1 | -0.1 | 10 | -15
Cc1ccc([C@@H]2C[C@H]3[C@@H](CN2S(=O)(=O)c2ccc(C)cc2)C(=O)C[C@@H](c2ccccc2)N3S(=O)(=O)c2ccc(C)cc2)cc1 | 4 | -0.1 | -3 | -2 | 2 | 0.0 | 3 | -5
O=S1(=O)CCN(Cc2ccccn2)CC1 | 1 | 0.0 | -1 | 4 | 0 | x | -10 | -7
COc1ccc(C#Cc2ccc3c(c2)O[C@H](CN(C)C(=O)c2ccccn2)[C@H](C)CN([C@H](C)CO)S3(=O)=O)cc1 | 4 | -0.9 | 3 | 1 | -1 | 0.2 | -25 | -113
CCOc1ccc(S(=O)(=O)N2CCOCC2)cc1NC(=O)C1=COCCO1 | -1 | -0.1 | -1 | x | 0 | -0.2 | 5 | 4
CC(C)Nc1ccc(C(CC(N)=O)NC(=O)c2ccc(Br)cc2)cc1[N+](=O)[O-] (configuration not stated) | 0 | 1.7 | 3 | -6 | x | 0.0 | -1 | 27
COc1ccc(SCC(=O)Nc2ccc(N3CCN(C)CC3)c(F)c2)cc1 | -1 | 0.0 | 0 | x | 0 | -3.0 | x | -5
COc1ccc(C(=O)O)cc1S(=O)(=O)NC(C)C12CC3CC(CC(C3)C1)C2 (configuration not stated) | -1 | 0.2 | -7 | 3 | -11 | 0.3 | -1 | -5
Cc1ccc(S(=O)(=O)N(C)C[C@H]2OCCCC[C@@H](C)Oc3ccc(NC(=O)c4ccccc4)cc3C(=O)N([C@H](C)CO)C[C@@H]2C)cc1 | -33 | 0.0 | 2 | 3 | 1 | x | -14 | -46
Cc1ccc(C)c(N2CCN(C(=O)CCc3nc(-c4cccc(Cl)c4)no3)CC2)c1 | -1 | 0.0 | -4 | 90* | x | -4.8 | 2 | -9
COc1cc(CN(C(=O)c2cccs2)C2CCS(=O)(=O)C2)cc(OC)c1OC (configuration not stated) | -1 | 0.1 | 1 | -8 | 1 | x | 0 | -2
CO[C@@H]1CN(C)C(=O)c2cc(NC(=O)Nc3ccc4c(c3)OCO4)ccc2OC[C@@H](C)N(C)C[C@H]1C | 2&-6 | 0.3&0.0 | -6&4 | -4 | 0&-6 | 0.2&-0.2 | 4 | -80&-10

Gathered by group, those above containing a cyano group
SMILES | S100A4 MyoIIA | Xi reactivation | ERp5 block | esBAF inh | ERAP1 inh | E-sel inducer | RAD54 inh | RAD52 inh
CC(C)C#Cc1ccc([C@@H]2[C@@H](C#N)N(C(=O)c3ccccn3)[C@H]2CO)cc1 | 44 | 0.2 | -4 | 1 | 1 | -0.2 | -10 | -137
N#Cc1ccc(OCC(=O)NNC(=S)NC2CCCCC2)cc1 | 1 | 0.6 | 4 | -4 | -1 | -0.1 | 1 | -14

Following part
SMILES | S100A4 MyoIIA | Xi reactivation | ERp5 block | esBAF inh | ERAP1 inh | E-sel inducer | RAD54 inh | RAD52 inh
CCCOc1ccc(F)cc1-c1cc(C(=O)Nc2ccc(C(C)C)cc2)[nH]n1 | 12 | 0.0 | -2 | 4 | -1 | 0.4 | 7 | 11
CCOC(=O)C1CCN(S(=O)(=O)c2ccc(-c3cc(C(F)(F)F)n(C)n3)s2)CC1 | -2 | 0.1 | -6 | x | -1 | 6.5 | 8 | -10
CCC(=O)N(C)C[C@@H]1Oc2cc(C#Cc3ccncc3)ccc2S(=O)(=O)N([C@H](C)CO)C[C@@H]1C | -13 | 0.2 | 1 | -1 | 2 | -0.2 | 6 | 13
CCCC(O)C#Cc1cnc2c(c1)C(=O)N([C@H](C)CO)C[C@H](C)[C@H](CN(C)C(=O)Nc1ccccc1)O2 (some centres not stated) | 3 | -0.3 | 2 | 1 | -2 | 1.2 | -3 | 4
CC1CC(C)CN(CCCNS(=O)(=O)c2ccc3c(c2)oc(=O)n3C)C1 (configuration not stated) | 18 | 0.5 | -12 | 7 | -2 | 0.1 | -6 | -24
Oc1ccc(C2=NNC(c3ccc(O)cc3)=NN2)cc1 | 7 | 0.3 | 2 | 3 | 1 | x | -6 | -6
CO[C@@H]1CN(C)C(=O)c2ccc(NS(C)(=O)=O)cc2OC[C@@H](C)N(C(=O)NC(C)C)C[C@H]1C | 4 | 0.0 | 2 | 1 | 1 | -0.3 | 0 | 2
CCC(=O)N1[C@@H](CO)[C@H](c2ccccc2)C12CN(C(=O)NC1CCCC1)C2 | -36 | 0.0 | 6 | x | 3 | 0.1 | x | -5
Cc1ccc(OCC(=O)O/N=C(\N)c2cccc([N+](=O)[O-])c2)cc1C | -8 | 0.1 | 0 | x | x | x | x | -8
CCOc1ccc(S(=O)(=O)Nc2ccc(C(=O)N(C)CC(=O)Nc3ccc(OC)cc3)cc2)cc1 | -3 | 0.0 | 15 | -3 | 0 | 0.2 | x | -14
O=C(C[C@H]1C=C[C@H](NC(=O)c2ccc3c(c2)OCO3)[C@H](CO)O1)NCc1ccc(F)cc1 | 6 | 0.6 | 9 | x | 2 | -0.5 | x | -6
COC(=O)c1cc(NC2c3ccccc3C(=O)N2c2cccnc2)cc(C(=O)OC)c1 (configuration not stated) | -2 | 0.1 | 3 | 0 | 4 | x | 2 | -20
C[C@H](CO)N1C[C@H](C)[C@@H](CN(C)C(=O)c2cnccn2)Oc2ncc(/C=C/c3ccccc3)cc2C1=O | -4 | -1.0 | -7 | -2 | 0 | 0.0 | -4 | -3

Three of these compounds in another layout.
> Oc1ccc(C2=NNC(c3ccc(O)cc3)=NN2)cc1
- S100A4 MyoIIA = 7
- Xi reactivation = 0.3
- ERp5 block = 2
- esBAF inh = 3
- ERAP1 inh = 1
- E-sel inducer = x
- RAD54 inh = -6
- RAD52 inh = -6

> CO[C@@H]1CN(C)C(=O)c2ccc(NS(C)(=O)=O)cc2OC[C@@H](C)N(C(=O)NC(C)C)C[C@H]1C
- S100A4 MyoIIA = 4
- Xi reactivation = 0.0
- ERp5 block = 2
- esBAF inh = 1
- ERAP1 inh = 1
- E-sel inducer = -0.3
- RAD54 inh = 0
- RAD52 inh = 2

> CCC(=O)N1[C@@H](CO)[C@H](c2ccccc2)C12CN(C(=O)NC1CCCC1)C2
- S100A4 MyoIIA = -36
- Xi reactivation = 0.0
- ERp5 block = 6
- esBAF inh = x
- ERAP1 inh = 3
- E-sel inducer = 0.1
- RAD54 inh = x
- RAD52 inh = -5

Entries listed above marked active in esBAF inh.
compound	S100A4 MyoIIA	ERp5 block	esBAF inh	ERAP1 inh	RAD52 inh
Cc1ccc(C)c(N2CCN(C(=O)CCc3nc(-c4cccc(Cl)c4)no3)CC2)c1	-1	-4	90*	x	-9

An unsorted share of the library; 2.5% or so of the library scored in one or more.
